# SW480 rerep – induces DNA re-replication in SW480 colon adenocarcinoma cells. Potency, µM (highest dose often 46.1 µM), for the others: at the top dose re-replication activation, actives largely listed as activators. 340,000 compounds, 1.8% hits. AID 624297. SW480 DNA re-replication, Hoechst DNA content imaging, 48 h; note: potency is the fitted concentration of half-maximal effect; % of control where 0% means no effect; nearly all actives have a fitted effect of over 55% in size
#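 SW480 cells exposed to compounds for 48 hr at 37 C, 5% CO2, then Hoechst-stained 40 min. Nuclear DNA content imaged by fluorescence scanning (405 nm excitation, 500-530 nm emission); re-replication scored as increased high-intensity nuclei.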
# HT1080 IDH1KD tx – kills HT-1080 cells with IDH1 knockdown; Potency, µM (titrated, usually from 46.1 µM), inactives show at the highest dose activity, negative = toxicity, usual class: cytotoxic; HT-1080 IDH1 knockdown viability, ATP luminescence, 48 h; 360,000 compounds, 2% hits;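 note: potency is the fitted concentration of half-maximal effect; 0% = DMSO wells and -100% = cell-free medium wells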
#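 Viability of IDH1-knockdown HT-1080 fibrosarcoma cells was assessed by CellTiter-Glo after 48 h at 37 °C with titrated compound; concentration-effect curves were classified by fit quality and response size.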
# GLP1R cytotox – cytotoxicity in counter-screen for GLP-1R inverse agonists. HEK293 cAMP-luciferase reporter cells, luminescence, 24 h. Potency, µM (doses to about 38.3 µM), without a hit: at the top dose activity change, negative = inhibition, usual class: inhibitors. 410,000 compounds, 0.13% hits. AID 624418;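 note: loss of luciferase light is scored as toxicity; potency is the fitted concentration of half-maximal effect; % is set by controls: 0 for no effect and ±100 for the full control effect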
#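 Cells in DMEM/10% Nu serum/1% pen-strep, 1536-well format. Pre-incubated 12 h, dosed with 23 nL compound, incubated a further 24 h. Luciferase detection, 12 min at room temp, luminescence.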
# D3 ag – activates the human D3 dopamine receptor; P35462; D3R DiscoveRx beta-arrestin cells, luminescence, 90 min; max activation, %; 410,000 compounds, 0.58% hits; AID 652048; in the data active = max activation above about 30%; note: 0% is about no effect; mostly tested at two doses, the higher about 12 µM
# Target sequence (P35462 whole entry, looked up): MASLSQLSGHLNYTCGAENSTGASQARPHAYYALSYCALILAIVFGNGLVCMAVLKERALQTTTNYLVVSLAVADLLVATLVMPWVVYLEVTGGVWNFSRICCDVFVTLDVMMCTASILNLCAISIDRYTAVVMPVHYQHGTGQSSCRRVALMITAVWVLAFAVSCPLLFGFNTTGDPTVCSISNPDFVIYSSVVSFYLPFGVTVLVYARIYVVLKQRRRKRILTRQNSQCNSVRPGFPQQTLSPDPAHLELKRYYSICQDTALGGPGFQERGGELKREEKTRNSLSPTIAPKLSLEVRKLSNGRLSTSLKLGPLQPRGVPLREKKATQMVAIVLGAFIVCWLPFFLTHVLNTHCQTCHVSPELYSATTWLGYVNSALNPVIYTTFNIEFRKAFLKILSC
#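 Agonist-mode cell screen: cells plated at 1500/well and incubated overnight at 37 °C, then exposed to library compounds for 90 min at 37 °C. Detection reagent was added for 30–60 min at room temperature, and luminescence was read.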
# IL1B secr inh – inhibitors of inflammasome signaling (IL-1 beta secretion). 360,000 compounds, 4.7% hits. THP-1 LPS/ATP IL-1B secretion, AlphaLISA, 16 h; stronger effect = lower value. activity change, % at 57.5 µM; in the data active = activity change below about -50%; inconclusive = mostly about -30% to -49%; note: % is set by controls: 0 for no effect and ±100 for the full control effect
#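 Secreted IL-1B measured by AlphaLISA bead assay after 16 h compound exposure of THP-1 cells; compounds (final up to 57.5 uM) added 1 h before LPS (250 ng/mL) and ATP (1.25 mM) stimulation; lower signal means less secretion.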
# HT1080NT lethal – kills 2HG-producing HT-1080-NT fibrosarcoma cells; HT-1080-NT fibrosarcoma viability, CellTiter-Glo ATP luminescence, 48 h; Potency, µM (highest dose often 46.1 µM), for the others: at the top dose activity, negative = less viability, hits mostly cytotoxic; 360,000 compounds, 1.6% hits;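 note: NT is the 2HG producing partner of a matched IDH1 knockdown line; potency is the fitted concentration of half-maximal effect; 0% = DMSO-treated cells and -100% = media-only wells without cells; nearly all actives have a fitted effect of over 55% in size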
#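 HT-1080-NT; 750 cells/well; 5% FBS RPMI; 48 h compound, 37 degrees C; CellTiter-Glo luminescence; curve fitting and curve-class assignment.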
# KB-3-1 cytotox – kills parental KB-3-1 adenocarcinoma cells; KB-3-1 viability, CellTiter-Glo ATP luminescence, 72 h; Potency, µM (doses to about 46.1 µM), without a hit: at the top dose activity change, negative = cytotoxic, actives largely listed as cytotoxic; AID 1347075; 400,000 compounds, 1.4% hits; note: potency is the fitted concentration of half-maximal effect; % is set by controls: 0 for no effect and ±100 for the full control effect; nearly all actives have a fitted effect of over 60% in size
#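 Luminescent ATP read-out (CellTiter-Glo) measures survival of drug-naive KB-3-1 cells after 72 h compound exposure at 37 °C. Titration series was screened from lowest to highest concentration, with DMSO vehicle plates as background controls.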
# MCF10A rereplic – inducers of DNA re-replication in MCF 10A breast cells; Potency, µM (titrated, usually from 46.1 µM), for the others: at the top dose activity, positive = re-replication, usual class: activators; MCF 10A DNA re-replication, Hoechst nuclear intensity, 48 h; 350,000 compounds, 2.9% hits; note: potency is the fitted concentration of half-maximal effect; % of control where 0% means no effect; nearly all actives have a fitted effect of over 50% in size
# KB-V1 MDR tox – KB-V1 MDR subline cytotoxicity; KB-V1 MDR cells viability, CellTiter-Glo, 72 h; Potency, µM (top dose mostly 46.1 µM), for inactives: at the highest dose activity change, negative = cytotoxicity, actives largely listed as cytotoxic; 400,000 compounds, 3.4% hits; AID 1347076; note: potency is the fitted concentration of half-maximal effect; % is set by controls: 0 for no effect and ±100 for the full control effect; nearly all actives have a fitted effect of over 60% in size
#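 Drug-selected KB-V1 cells, grown in DMEM lacking phenol red with 10% FBS, receive compound titrations; after three days at 37 degrees C, surviving cell ATP is quantified by CellTiter-Glo luminescence and responses normalized and curve-fitted.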
# The depositor's hits bear a star; ? = inconclusive; · = not tested or not shown; [ ] = remark or other dose. Unless noted, calls come from the whole dose curve; as a rule, active = well fitted curve in the direction sought with a large enough effect; inconclusive = small, poorly fitted or top-dose-only effect, or another doubt; inactive = no such curve, though single readings can be large; an effect the other way counts as inactive or inconclusive.
SMILES,SW480 rerep,HT1080 IDH1KD tx,GLP1R cytotox,D3 ag,IL1B secr inh,HT1080NT lethal,KB-3-1 cytotox,MCF10A rereplic,KB-V1 MDR tox
COc1ccccc1NC(=O)c1ccc(S(=O)(=O)N2CCCC2)cc1,-2%,9%,3%,1,-5,-2%,13%,-5%,-24%
O=C(c1ccco1)N1CCN(C(=O)C(Sc2ccccc2)c2ccccc2)CC1 (stereo unspecified),-4%,-14%,-9%,-4,-3,-17%,?,?,21µM*
O=C(CSc1nnc(CNc2ccc(Cl)cc2)o1)Nc1nc2ccccc2s1,7%,2%,-7%,4,33,-2%,11%,7%,5%
COc1cccc(C2C(C(=O)c3cc4ccccc4o3)=C(O)C(=O)N2CCN2CCOCC2)c1 (stereo unspecified),5%,-2%,10%,-9,-19,-5%,1%,18%,-17%
O=C(O)CCN1C(=O)c2ccc(Oc3ccc([N+](=O)[O-])cc3)cc2C1=O,-15%,14%,2%,4,1,8%,-4%,0%,?
C(=NN1CCCCCC1)c1ccc2c(c1)OCO2,-3%,9%,1%,2,-16,2%,-13%,-1%,0%
O=C(Nc1ccccc1)NC1(C(=O)NCc2ccc3c(c2)OCO3)CCCCC1,0%,-2%,-11%,-3,5,0%,0%,-181%[0.0737 µM],3%
Cc1ccc(CN2CCN(Cc3ccc(-n4cccn4)cc3)CC2CCO)cc1 (stereo unspecified),13%,-8%,7%,-3,0,-17%,-19%,110%,?
Cc1csc(SCC(=O)NC(=O)NC(C)(C)C)n1,1%,6%,0%[7.66 µM],5,15,15%,-6%,-3%,9%
COC(=O)CCCNC(=O)c1ccc(OC2CCN(CCc3ccccc3)CC2)cc1,-1%,1%,-19%,-3,-5,4%,2%,-6%,4%
CCOC(=O)C1CCN(C(=O)COc2ccc(C(=O)c3ccccc3)cc2)CC1,-1%,1%,-16%,-9,30,-5%,-3%,-16%,-7%
CN1CCN(C(=S)Nc2cccc(Cl)c2)CC1,6%,13%,-6%,3,-6,9%,-12%,17%,13µM*
COc1ccc(CCNC(=O)c2cnc3sc(N4CCCCCC4)nn3c2=O)cc1,·,·,5%,-3,·,·,-2%,·,18%
COc1cc2c(cc1OC)CN(C(=O)c1ccc(Cl)c(S(=O)(=O)N3CCCC3)c1)CC2,-12%,0%,-6%,5,?,-8%,-27%,?,21µM*
C=CCNCCOc1ccccc1-c1ccccc1,-1%,-2%,-27%,-17,?,-2%,3%,?,?
CCOC(=O)N1CCN(Cc2nc3c(c(=O)n(C)c(=O)n3C)n2Cc2ccccc2C)CC1,0%,26%,-15%,22,10,10%,6%,15%,?
COc1cc(C)ccc1OCc1cc(C(=O)NC(c2ccccn2)C(F)(F)F)no1 (stereo unspecified),·,-9%,4%,2,-26,0%,-13%,·,?
NC1(C(=O)O)CCCCC1c1ccccc1 (stereo unspecified),0%,2%,5%,-7,9,4%,23%,0%,-1%
CC(=N/O)/C(C)=N\NC(=O)c1ccccn1,-4%,-13%,-2%,-1,2,-7%,0%,1%,-22%
CC(C)C[C@H](NC(=O)Nc1ccc(S(N)(=O)=O)cc1)C(=O)O,2%,12%,33%[activator],2,27,2%,-20%,11%,7%

# Part of the list above in order of formula weight, largest number first.
SMILES,SW480 rerep,HT1080 IDH1KD tx,GLP1R cytotox,D3 ag,IL1B secr inh,HT1080NT lethal,KB-3-1 cytotox,MCF10A rereplic,KB-V1 MDR tox
COc1cc2c(cc1OC)CN(C(=O)c1ccc(Cl)c(S(=O)(=O)N3CCCC3)c1)CC2,-12%,0%,-6%,5,?,-8%,-27%,?,21µM*
COc1cccc(C2C(C(=O)c3cc4ccccc4o3)=C(O)C(=O)N2CCN2CCOCC2)c1 (stereo unspecified),5%,-2%,10%,-9,-19,-5%,1%,18%,-17%
CCOC(=O)N1CCN(Cc2nc3c(c(=O)n(C)c(=O)n3C)n2Cc2ccccc2C)CC1,0%,26%,-15%,22,10,10%,6%,15%,?
O=C(CSc1nnc(CNc2ccc(Cl)cc2)o1)Nc1nc2ccccc2s1,7%,2%,-7%,4,33,-2%,11%,7%,5%
COC(=O)CCCNC(=O)c1ccc(OC2CCN(CCc3ccccc3)CC2)cc1,-1%,1%,-19%,-3,-5,4%,2%,-6%,4%
O=C(c1ccco1)N1CCN(C(=O)C(Sc2ccccc2)c2ccccc2)CC1 (stereo unspecified),-4%,-14%,-9%,-4,-3,-17%,?,?,21µM*
CCOC(=O)C1CCN(C(=O)COc2ccc(C(=O)c3ccccc3)cc2)CC1,-1%,1%,-16%,-9,30,-5%,-3%,-16%,-7%
COc1ccccc1NC(=O)c1ccc(S(=O)(=O)N2CCCC2)cc1,-2%,9%,3%,1,-5,-2%,13%,-5%,-24%
O=C(O)CCN1C(=O)c2ccc(Oc3ccc([N+](=O)[O-])cc3)cc2C1=O,-15%,14%,2%,4,1,8%,-4%,0%,?
CC(C)C[C@H](NC(=O)Nc1ccc(S(N)(=O)=O)cc1)C(=O)O,2%,12%,33%[activator],2,27,2%,-20%,11%,7%
Cc1csc(SCC(=O)NC(=O)NC(C)(C)C)n1,1%,6%,0%[7.66 µM],5,15,15%,-6%,-3%,9%
CN1CCN(C(=S)Nc2cccc(Cl)c2)CC1,6%,13%,-6%,3,-6,9%,-12%,17%,13µM*
C=CCNCCOc1ccccc1-c1ccccc1,-1%,-2%,-27%,-17,?,-2%,3%,?,?
C(=NN1CCCCCC1)c1ccc2c(c1)OCO2,-3%,9%,1%,2,-16,2%,-13%,-1%,0%
NC1(C(=O)O)CCCCC1c1ccccc1 (stereo unspecified),0%,2%,5%,-7,9,4%,23%,0%,-1%

# Next structures
SMILES,SW480 rerep,HT1080 IDH1KD tx,GLP1R cytotox,D3 ag,IL1B secr inh,HT1080NT lethal,KB-3-1 cytotox,MCF10A rereplic,KB-V1 MDR tox
COc1ccc(N(C(=O)CCl)C(C(=O)NCCc2ccccc2)c2cccs2)cc1Cl (stereo unspecified),?,5.8µM*,?,-12,-103*,18µM*,8.2µM*,6.5µM*,13µM*
O=C(Cc1sc(-c2ccccc2)nc1-c1ccccc1)Nc1ccc(Cl)cc1,?,4%,1%,6,1,2%,7%,?,8%
Cc1ccc2c(C)c(C(=O)Nc3cccnc3)oc2c1,-13%,?,-2%,-5,26,?,10%,-5%,-1%
CCOC(=O)c1ccc(CNC(=O)CCC(=O)O)cc1,-6%,12%,-12%,17,-8,-4%,1%,0%,35%
O=C(Cc1ccccc1[N+](=O)[O-])NC1CCN(Cc2ccccc2)CC1,-37%[inhibitor],-5%,6%,-25,25,-14%,-21%,5%,-1%
COc1ccc(CC2(CO)CCN(S(=O)(=O)c3c(C)nn(C)c3C)CC2)cc1,1%,-4%,0%,-4,17,-8%,-16%,-3%,?
CCOc1cccc(C2Nc3ccccc3-c3cc(C)nn32)c1O (stereo unspecified),·,·,1%,8,·,·,11%,·,5%
Cc1c(C)n(CCc2ccccc2)c2ncnc(NCCO)c12,-3%,-5%,-22%,0,-22,-4%,1%,-5%,2%
COc1cc(NC(=O)c2cc([N+](=O)[O-])ccc2Br)ccc1NC(=O)c1ccco1,?,?,-4%,-1,·,?,0%,?,-26%
O=S(=O)(c1ccccc1)c1nc(-c2ccc(F)cc2)oc1NCc1ccccc1,·,·,-11%,7,·,·,-1%,·,20%
COc1ccc(S(=O)(=O)Nc2cc3c4c(c2)C(C)C(=O)N4CCC3)cc1OC (stereo unspecified),-581%[inhibitor],-8%,-17%,11,16,0%,-1%,0%,2%
COc1ccccc1-c1nc(C(N)=O)c2[nH]c(=O)n(-c3cccc(C)c3)c2n1,5%,-10%,-5%,-6,-14,-8%,-2%,-6%,?
CN(C)C1CN(Cc2cn(Cc3ccc(F)cc3)nn2)S(=O)(=O)C1 (stereo unspecified),·,6%,2%,6,16,23%,26%,·,0%
CC(C)CCN1C(=O)c2ccc(C(=O)OCC(=O)N(C)C3CCS(=O)(=O)C3)cc2C1=O (stereo unspecified),17%,-4%,-5%,6,24,-5%,3%,-10%,2%
NC(=O)c1c(NC(=O)C2CC=CCC2C(=O)O)sc2c1CCCCC2 (stereo unspecified),-4%,2%,-8%,15,20,11%,5%,5%,0%
CCOC(=O)N1CCN(C(=O)c2cc3c(=O)n4cccc(C)c4nc3s2)CC1,9%,2%,-13%,10,36,7%,17%,7%,-26%
CN(c1cc2c(c3c1ccn3C)C1CCC2C1)C1CCCCC1 (stereo unspecified),·,-5%,-11%,-18,21,-21%,0%,·,1%
Cc1ccc(N2CCN(C(=O)N3CCOCC3)CC2)c(C)c1,13%,-7%,3%,2,-3,1%,28%,-11%,-9%
Cc1ccc(C(O)Cn2nc(C)cc2C)cc1 (stereo unspecified),2%,8%,2%,5,9,17%,-2%,-1%,-6%
CC1(C(=O)NS(=O)(=O)c2ccccc2)CCN1C(=O)C1(c2ccc(Cl)cc2)CC1 (stereo unspecified),·,16%,-2%,-12,15,-4%,0%,·,-2%
O=C(CCNC(=O)c1ccccc1Cl)Nc1ccc(S(=O)(=O)Nc2nccs2)cc1,2%,-2%,1%,2,-4,-2%,1%,3%,-8%
C=CCNC(=O)c1ccccc1NC(=O)c1ccccc1C,4%,3%,-13%,3,-5,3%,13%,11%,8%

# Compound activity deposited in PubChem BioAssay by National Center for Advancing Translational Sciences (NCATS).
